All columns: NCI-60 one-dose screen, growth in % after 48 h at 10 µM unless noted; 100 = growth as untreated, 0 = no growth, -100 = all killed.
OVCAR-4 = OVCAR-4 ovarian cancer cells; 80,000 tested, 3.7% active
NCI/ADR-RES = NCI/ADR-RES ovarian cells | 81,000 tested, 4.4% active
NCI-H226 = NCI-H226 lung cancer. 79,000 tested, 3.5% active
NCI-H322M = NCI-H322M lung cancer; AID 1794733; 80,000 tested, 2.7% active
NCI-H460 = NCI-H460 lung cancer | 82,000 tested, 6.8% active
NCI-H522 = NCI-H522 lung cancer | 78,000 tested, 8% active | AID 1794739
IGROV1 = IGROV1 ovarian cancer. AID 1794786. 79,000 tested, 4.7% active
NCI-H23 = NCI-H23 lung cancer. 80,000 tested, 4% active. AID 1794731
SK-OV-3 = SK-OV-3 ovarian cancer cells. 80,000 tested, 3.2% active. AID 1794785
Active calls of the source: *; . = no result given; & = joins results of further samples. The calls were made as follows: active = growth percent below 10; inactive = the rest.

SMILES	OVCAR-4	NCI/ADR-RES	NCI-H226	NCI-H322M	NCI-H460	NCI-H522	IGROV1	NCI-H23	SK-OV-3
O=C(NCCN1CCOCC1)OCc1nc2nc(Cl)nc(N3CCOCC3)c2[nH]1	45.7	6.6*	62.6	42.4	9.3*	-29.8*	17.6	26.3	30.7
O=C(NCc1ccccc1)c1ccc([N+](=O)[O-])cc1	111.3	106.6	95.7	104.7	103.5	.	108.9	115.8	106.5
COc1ccc(C(CC(CCNS(=O)(=O)c2ccc(C)cc2)OC)c2ccc3ccccc3c2)cc1 (stereo unspecified)	74.1	78.6	80.4	94.5	102.0	70.0	96.4	90.3	100.6
COc1cc(-c2nn(C(=O)NCCN3CCCCC3)cc2-c2ccncc2)ccc1Cl	102.2	93.5	61.0	122.7	100.1	91.0	84.4	91.1	66.3
COc1cc(/C=C\C(=O)O)ccc1OCc1ccccc1	108.2	100.5	80.2	116.7	105.4	83.6	103.0	100.0	102.2
Clc1nnc2ccc(N3CCC(c4ccccc4)CC3)nn12	82.9	77.5	86.2	90.1	91.1	75.1	88.5	85.4	77.3
Clc1ccc(Nc2nnc(-c3ccc4c(c3)OCO4)o2)cc1	102.1	98.6	.	98.9	103.1	80.9	100.7	101.5	102.0
O=C(/C=C1\C(=O)N(Cc2ccc([N+](=O)[O-])cc2)c2ccccc21)c1ccc(OCCN2CCCC2)cc1	64.9	75.6	78.5	66.2	91.4	38.5	74.9	69.2	101.6
CCCN1C(=O)/C(=C2\SC(=Nc3ccccc3)N(Nc3ccccc3)C2=O)c2ccccc21	120.5	96.9	96.1	93.4	101.3	83.9	93.1	85.7	98.0
CCC(c1ccccc1)C(CC)c1cc(O)c(O)c(O)c1 (stereo unspecified)	84.9	95.6	113.2	108.4	105.7	65.8	107.4	87.5	130.5
Cc1ccc(NC(=O)c2sc3nc(C)c(Br)c(C)c3c2N)cc1	11.7	51.8	47.7	51.2	54.4	71.9	51.8	73.8	48.9
CC1NCCC[C@]2(C)[C@H]3CC[C@@H]4[C@H]5[C@H]6OC[C@@]5(CCC6(C)C)CC[C@@]4(C)[C@]3(C)CC[C@@H]12 (stereo partly specified)	112.8	97.0	97.3	95.1	84.3	94.1	95.3	92.2	110.8
COc1ccc(-c2nc(SCC(=O)N3CCN(c4cc5c(cc4F)c(=O)c(C(=O)O)cn5C4CC4)CC3)nc(Cl)c2C#N)cc1	114.3	104.3	99.9	101.9	104.8	96.9	102.7	97.4	103.8
Cc1ccc(S(=O)(=O)Nc2cccc3ccccc23)cc1	97.0	80.6	90.5	83.3	97.5	91.3	86.1	84.7	109.8
COc1ccccc1NC1=C(N2CCCCC2)C(=O)c2ccccc2C1=O	69.7	87.3	84.5	80.9	87.9	82.5	100.0	98.7	102.0
CCc1cccc(CC)c1NC(=O)c1sc2nc3c(cc2c1N)CCCC3	78.2	45.3	83.2	92.8	91.1	41.9	64.5	87.0	81.9
Nc1nc(N)c2c(n1)NC(c1sc(Cl)nc1Cl)CC(c1ccc(Cl)cc1)=N2 (stereo unspecified)	90.9	.	77.2	93.3	98.1	76.2	41.2	92.6	91.5
COc1ccc(C2=NN(C(C)=O)C(c3ccc(Oc4ccnc5cc(Cl)ccc45)c(OC)c3)C2)cc1 (stereo unspecified)	-17.2*	44.7	-0.4*	26.7	30.7	46.8	79.7	65.9	24.5
COc1cc(-c2cc(=O)oc3cc(O)ccc23)cc(OC)c1OC	73.0	88.3	87.3	96.7	69.5	80.2	94.0	88.1	134.9
CCCCCCCCCCCCSCC(=O)O	97.6	104.1	101.3	93.7	105.5	96.5	104.5	108.2	106.8
Cc1cc(I)nc2ccccc12	111.5	109.1	104.2	102.4	105.7	.	104.0	95.1	109.4
COc1cc(/C=C/C(=O)c2ccc(NC(=O)CN3CCN(c4cc5c(cc4F)c(=O)c(C(=O)O)cn5C4CC4)CC3)cc2)cc(OC)c1OC	16.4	98.2	-9.8*	-7.0*	-20.0*	-71.5*	-1.2*	-35.6*	33.3
COc1ccc(C(=O)Nc2ccc(Cl)cc2)cc1	104.0	100.5	96.6	88.4	100.2	81.4	93.0	100.8	94.8
COc1cc(N=Nc2ccc(C)cc2S(N)(=O)=O)c(C)cc1N	110.9	99.2	76.9	95.6	106.9	.	86.5	91.4	97.2
Cc1ccccc1-n1c(C)nc2c(c(C)nn2-c2ccccc2)c1=O	65.6	93.5	71.4	101.9	95.0	74.8	81.7	72.6	84.6
O=C(CCCCCSc1nc(-c2ccc(Cl)cc2)cc(-c2ccc(Cl)cc2)n1)NO	85.1	66.4	91.9	.	58.6	38.1	54.2	62.8	58.7
CC(C)(C)N1CC(OC(N)=O)C1	101.1	117.0	98.2	98.6	112.7	114.3	110.3	91.2	112.6
O=C(c1nc2ccccc2[nH]1)C1C(c2ccc(F)cc2)C2CC3CCCCC3N2[C@@]12C(=O)Nc1ccc(Cl)cc12 (stereo partly specified)	31.5	51.0	.	60.6	21.4	57.3	42.8	57.2	.
NCCNc1nc2ccccc2c2c(=O)c3cccc(F)c3sc12	48.3	53.9	78.5	64.7	13.8	59.2	48.0	70.0	78.8
N#C/C(=C\c1ccco1)C(=O)Nc1ncc(Cc2cc(Cl)ccc2Cl)s1	92.6	88.2	99.2	94.0	99.2	74.5	94.1	89.1	97.5
COc1cc(C)cc(C(O)Cc2cccc(-c3ccc(N(c4ccccc4)c4ccccc4)cc3)n2)c1 (stereo unspecified)	85.6	93.2	81.0	95.9	83.9	76.4	102.0	89.7	92.1
O=[N+]([O-])c1ccc(S(=O)(=O)NCNS(=O)(=O)c2ccc([N+](=O)[O-])cc2)cc1	95.9	103.4	98.6	85.2	109.8	80.2	99.6	102.8	99.9
CC(C)c1cccc(C(C)(C)C)n1	108.8	109.6	103.0	96.9	102.9	101.9	106.8	106.5	107.9
COc1cc(-c2nc3ccc(C(=O)NN4C(=O)c5ccc(C(=O)O)cc5C4=O)cc3[nH]2)cc(OC)c1OC	99.1	101.6	103.6	98.9	103.6	94.3	103.3	103.6	93.9
CN(C)c1ccc2cc(S(=O)(=O)O)cc(O)c2c1	108.7	118.9	98.0	106.7	108.5	106.4	100.5	101.3	112.8
C1=CC2C3CCC(C3)C2C1 (stereo unspecified)	101.8	94.2	93.0	101.1	107.8	84.6	101.8	94.3	94.7
COc1cnc2c(c1)C(=O)c1c-2n(CCCNC(C)C)c(=O)c2cc(Cl)ccc12	-77.0*	-9.9*	25.5	-35.7*	-82.9*	-79.8*	-57.0*	-64.5*	-5.1*
COc1cccc(/C=C2\Oc3cc(C)c(Cl)cc3C2=O)c1	87.3	107.5	.	104.4	96.6	89.3	86.1	101.9	.
Cc1c(C)[n+](=O)c2ccccc2n1[O-]	122.5	110.6	98.8	105.5	113.2	110.6	133.6	119.1	105.8
Cc1cccc(C(=O)N2C(=O)[C@]3(c4ccccc42)[C@@H](c2ccc(F)cc2)[C@H](C(=O)c2ccc(O)cc2)[C@@H]2CCCN23)c1	81.3	88.8	81.6	96.4	82.7	80.0	67.8	86.3	107.4

An excerpt from above with just NCI-H23 and OVCAR-4:
Compound | NCI-H23 | OVCAR-4
Cc1ccccc1-n1c(C)nc2c(c(C)nn2-c2ccccc2)c1=O | 72.6 | 65.6
O=C(CCCCCSc1nc(-c2ccc(Cl)cc2)cc(-c2ccc(Cl)cc2)n1)NO | 62.8 | 85.1
CC(C)(C)N1CC(OC(N)=O)C1 | 91.2 | 101.1

(further entries)
SMILES	OVCAR-4	NCI/ADR-RES	NCI-H226	NCI-H322M	NCI-H460	NCI-H522	IGROV1	NCI-H23	SK-OV-3
CSc1cccc(NC(=O)N2CCN(C)CC2)c1	92.2	101.9	113.2	110.7	110.9	107.7	.	94.1	110.1
O=C(c1ccccc1)C(c1ccccc1)c1ccccc1	118.8	94.5	.	96.4	.	107.2	90.6	95.6	100.1
Cc1nc(CSc2ccccc2C(=O)Nc2cccc(-c3nnco3)c2)no1	94.1	87.5	83.5	83.9	89.5	.	82.3	83.4	77.8
Clc1ccc(Cc2nnc3sc(-c4cccnc4)nn23)cc1	94.2	81.3	93.0	87.8	102.7	89.5	95.4	.	113.6
CCCCC(CC)CN1CN(CC(CC)CCCC)CC(C)(N)C1 (stereo unspecified)	96.0&93.9	99.1&80.9	100.5&93.9	103.6&89.0	105.7&101.6	85.3&83.8	89.4&83.4	99.3&88.9	97.0&102.4
CCc1[nH]nc(-c2ccc(OC)cc2)c1-c1ccccc1OCCN(CC)CC	91.4	100.3	94.9	97.7	102.8	114.4	98.6	91.4	91.8
CC(=O)O[C@]1(C)CC[C@H]2[C@H](CNCCc3ccccc3F)C(=O)O[C@@H]2C2=C(C)C(=O)C[C@H]21	86.1	101.7	95.2	101.6	99.8	.	101.4	100.9	116.0
CCCCNCC#N	104.3	101.4	107.0	122.8	107.3	93.3	117.7	98.3	112.4
CC1=C2[C@@H](CC1=O)[C@](C)(O)CC[C@@H]1[C@@H](CN(C)C)C(=O)O[C@@H]21	95.5	109.5	102.8	102.7	100.4	26.3	104.5	103.4	121.0
CCS(=O)(=O)c1ccc(C(=O)NN)cc1	104.6&108.6	109.7&105.5	99.6&103.6	106.8&102.6	107.3&110.7	92.4&86.8	95.2&103.3	100.5&95.5	101.1&80.3
NS(=O)(=O)c1ccc(N=Nc2c(O)[nH]c3c(F)cccc23)cc1	108.0	97.1	96.7	107.0	106.8	91.9	96.4	97.5	97.9
Cc1cc(O)c([N+](=O)[O-])c(C)c1Cl	103.8	100.2	97.1	109.6	101.9	98.3	120.8	100.2	106.3
O=C(c1c[nH]c2ccccc12)c1n[nH]c(=S)n1-c1cccc(Br)c1	87.1	105.5	83.1	77.7	75.0	80.0	60.6	87.2	91.8
O=C(O)c1ccc2c(c1)C(=O)N(CCc1ccccc1)C2=O	95.0	105.1	92.5	99.0	104.2	88.8	106.6	98.0	104.7
CCC(=O)N/N=C/C=N/NC(=O)c1ccncc1	110.5	123.2	97.1	102.4	103.7	94.5	107.5	120.6	90.3
COC(=O)c1ccc(NC(N)=NCCC(C)(C)c2ccc(C(F)(F)F)cc2)nc1	31.6	36.6	37.4	74.5	31.6	39.0	54.7	17.5	60.2
CCN(CC)CCNc1ccc(C)c2sc3cc(C)ccc3c(=O)c12	85.3	59.2	95.5	68.8	43.0	44.2	52.4	72.3	74.8
O=C1c2ccccc2C(=O)c2c1cccc2-n1nnc2ccccc21	97.5	107.4	102.7	117.7	111.4	86.0	82.9	105.8	118.5
O=C(Nc1ccc(S(=O)(=O)O)cc1)c1ccccc1	109.1	103.4	99.3	118.3	109.6	94.0	114.8	96.9	95.8
CC(C)(C)Nc1c(-c2c3ccccc3cc3ccccc23)nc2ccccn12	.	82.9	83.9	71.2	77.0	59.1	64.2	77.4	59.6

One compound at a time, as listed above. Order of values: OVCAR-4, NCI/ADR-RES, NCI-H226, NCI-H322M, NCI-H460, NCI-H522, IGROV1, NCI-H23, SK-OV-3
Entry for CCS(=O)(=O)c1ccc(C(=O)NN)cc1 = 104.6&108.6, 109.7&105.5, 99.6&103.6, 106.8&102.6, 107.3&110.7, 92.4&86.8, 95.2&103.3, 100.5&95.5, 101.1&80.3
Entry for CCc1[nH]nc(-c2ccc(OC)cc2)c1-c1ccccc1OCCN(CC)CC = 91.4, 100.3, 94.9, 97.7, 102.8, 114.4, 98.6, 91.4, 91.8
Entry for CSc1cccc(NC(=O)N2CCN(C)CC2)c1 = 92.2, 101.9, 113.2, 110.7, 110.9, 107.7, ., 94.1, 110.1
Entry for CCN(CC)CCNc1ccc(C)c2sc3cc(C)ccc3c(=O)c12 = 85.3, 59.2, 95.5, 68.8, 43.0, 44.2, 52.4, 72.3, 74.8
Entry for CCC(=O)N/N=C/C=N/NC(=O)c1ccncc1 = 110.5, 123.2, 97.1, 102.4, 103.7, 94.5, 107.5, 120.6, 90.3

Carrying on.
SMILES	OVCAR-4	NCI/ADR-RES	NCI-H226	NCI-H322M	NCI-H460	NCI-H522	IGROV1	NCI-H23	SK-OV-3
COCCOCn1c(NN(C)C)c(C#N)c2c(N)ncnc21	92.4	102.3	104.3	108.9	106.3	107.9	103.1	97.4	113.0
COC(=O)C1CCCC2(C1)OCCO2 (stereo unspecified)	104.1	101.1	105.5	107.5	105.0	98.6	108.0	97.2	113.1
CC(C)CNCC(O)Cc1ccccc1 (stereo unspecified)	112.6	96.1	98.4	.	100.1	77.6	105.6	100.0	96.9
Cc1nn(-c2ccccc2)c(-n2ccnc2)c1/C=N/NC(N)=S	103.2	100.0	90.6	98.7	101.8	94.4	90.2	95.2	97.0
COC(=O)N/N=C/c1coc2ccc(Cl)cc2c1=O	97.0	99.0	84.7	99.2	102.3	.	.	99.4	92.3
O=[N+]([O-])c1cccc(C2Nc3nc4ccccc4nc3-c3c2sc2c(F)cccc32)c1 (stereo unspecified)	94.3	98.7	71.9	100.6	97.0	82.3	68.1	96.6	97.3
c1ccc(-c2nn[nH]n2)cc1	109.4	118.8	100.7	106.5	101.6	107.7	113.9	117.8	112.4
CC(C)[C@H](CO)Nc1nc(Nc2ccc(C(=O)NCCNS(=O)(=O)c3cccc4c(N(C)C)cccc34)c(Cl)c2)c2ncn(C(C)C)c2n1	41.8	94.5	22.0	15.4	16.2	-31.5*	-13.7*	25.3	72.8
CC(C)NCCCCCNc1cc(O)cc2cccnc12	-5.2*	100.2	92.1	56.9	104.7	86.5	32.2	45.7	65.6
CCCCCCCCOC(=O)c1cc(O)c(O)c(O)c1	51.3	51.4	68.4	.	72.5	22.1	61.7	79.1	76.2

High-throughput results from PubChem.
